# Assay outcomes deposited in PubChem by several laboratories.
# ABHD5 PLIN5 PPI: inhibitors of human ABHD5-perilipin-5 interaction; Split G. princeps luciferase complementation, luminescence, 4 h; 360,000 tested, 0.78% active; inhibition, % at 4 µM; AID 602281; Q00G26+Q8WTS1;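 active = inhibition above the mean inhibition across every tested compound plus 3 SD, cut at about 22% in these data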;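 also: 0% = DMSO only wells and the 100% control is not disclosed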
# N-glyco inh: blocks N-linked glycosylation in D54 reporter cells | 360,000 tested, 0.23% active | D54 ERlucT glycosylation luciferase reporter, 24 h; percent of 100 nM tunicamycin response | reporter increase, % at 12.5 µM | AID 588692;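 active = mean luciferase reporter signal, scaled so untreated is 0 and the glycosylation-blocking control 100, at or above a set limit in every replicate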;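 also: luciferase carries N-glycosylation sites so blocking glycosylation raises the light; 0% = median of neutral control wells and 100% = median of 100 nM tunicamycin wells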
# Granule exo inh: lytic granule exocytosis inhibition; TALL-104 LAMP-1 surface exposure, flow cytometry; cells stimulated with thapsigargin and PMA; inhibition, % at 10 µM; 360,000 tested, 0.66% active; AID 651702;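 active = inhibition above about 55%, limit read from the data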
# TLR9-MyD88 inh: TLR9-MyD88 interaction inhibition; Q9NR96+Q99836; CHO BLA complementation TLR9-MyD88, CCF4 FRET ratio; inhibition, % at 4.98 µM; 340,000 tested, 0.21% active; AID 504734;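 active = inhibition above the mean over all tested compounds plus 3 SD, cut at about 21% in these data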;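 also: 0% = DMSO only wells and 100% = clavulanate BLA inhibitor control wells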
# MC4R ag barr: activates human MC4R beta-arrestin recruitment | P32245 | U2OS MC4R beta-arrestin complementation, luminescence; percent of melanotan II response, DMSO zero | activation, % at 8.9 µM | 360,000 tested, 0.98% active | AID 540308;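 active = activation above a per-plate cutoff, the mean activation of sample wells on that plate plus 3 SD, cut at about 8% in these data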
# Target sequence (P32245 whole entry, looked up): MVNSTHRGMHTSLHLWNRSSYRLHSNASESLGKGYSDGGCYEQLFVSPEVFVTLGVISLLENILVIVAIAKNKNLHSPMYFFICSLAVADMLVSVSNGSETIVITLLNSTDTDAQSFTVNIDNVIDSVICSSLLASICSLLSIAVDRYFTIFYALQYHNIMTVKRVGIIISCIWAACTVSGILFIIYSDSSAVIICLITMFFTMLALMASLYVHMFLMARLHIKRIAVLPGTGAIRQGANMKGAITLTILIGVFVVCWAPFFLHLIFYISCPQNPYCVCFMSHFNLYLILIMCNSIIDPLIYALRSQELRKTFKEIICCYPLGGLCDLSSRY
# Vif imaging: blocks HIV Vif function; HEK293T cells, Vif self-association by quenched fluorescence, imaging, 24 h; inhibition, % at 7.49 µM; 340,000 tested, 0.35% active; AID 602346; in the data active = inhibition above about 50%, passing the limit was not always enough; also: some results filed as inactive read as strong as hits
# ABCB6 inh MLPCN: inhibitors of human ABC transporter ABCB6. Q9NP58. K562-ABCB6 porphyrin accumulation, flow cytometry, 1 h; hits give low values. fluorescence ratio to DMSO, % at 10 µM. 360,000 tested, 0.19% active;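 active = fluorescence ratio to DMSO below 75%, the collection mean minus 3 SD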;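 also: signal is porphyrin accumulated inside mitochondria; 100% equals median channel fluorescence of DMSO control wells; lower ratio means ABCB6 inhibition with less porphyrin fluorescence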
# NOD2 RIPK2 PPI: blocks binding of human NOD2 to RIPK2; O43353; CHO BLA complementation NOD2-RIPK2, CCF4 ratio; inhibition, % at 4.98 µM; 360,000 tested, 0.38% active; AID 624267; in the data active = inhibition above about 21%;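 also: 0% = vehicle only and 100% = reference blocker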
# Target sequence (O43353 whole entry, looked up): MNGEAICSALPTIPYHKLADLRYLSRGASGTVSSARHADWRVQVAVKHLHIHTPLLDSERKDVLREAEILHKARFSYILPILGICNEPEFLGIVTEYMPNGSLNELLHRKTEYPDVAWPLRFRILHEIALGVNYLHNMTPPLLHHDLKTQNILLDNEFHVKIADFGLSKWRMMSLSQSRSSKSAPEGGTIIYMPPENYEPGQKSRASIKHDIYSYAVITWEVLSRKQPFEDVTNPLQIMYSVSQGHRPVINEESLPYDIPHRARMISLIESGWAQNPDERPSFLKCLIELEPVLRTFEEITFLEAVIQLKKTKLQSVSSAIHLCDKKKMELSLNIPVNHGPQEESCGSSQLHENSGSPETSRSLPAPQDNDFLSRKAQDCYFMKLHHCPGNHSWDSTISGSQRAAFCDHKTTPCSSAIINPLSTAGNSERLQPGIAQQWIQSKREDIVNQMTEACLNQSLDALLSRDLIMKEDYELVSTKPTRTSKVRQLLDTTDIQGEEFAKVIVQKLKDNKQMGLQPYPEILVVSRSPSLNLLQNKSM
# aDG glyco act: increases alpha dystroglycan glycosylation. 360,000 tested, 0.22% active. activation, % at 10 µM. AID 624168. Pro5-aDG cells, alpha-DG glycosylation AlphaScreen (IIH6); 0% Pro5, 100% B10-LARGE cell signal;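 active = activation of at least 8% versus controls, or a plate z-score of at least 8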;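 also: Pro5 are CHO cells carrying HIG-tagged alpha-DG that lacks glycosylation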
# MC4R antag cAMP: human MC4R antagonism in cAMP assay | MC4R-expressing cells, MTII-stimulated cAMP, LANCE TR-FRET | 360,000 tested, 0.48% active | P32245 | AID 540295 | inhibition, % at 6.5 µM;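 active = inhibition above its plate's cutoff, the mean of tested wells on that plate plus 3 SD, cut at about 29% in these data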;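 also: 0% = Melanotan II alone and 100% = Melanotan II plus saturating MCL0020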
#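 system = U2OS cells with stable human MC4R expression | also added = Melanotan II challenge after compound preincubation | dosing = one concentration, 6.5 µM nominal | incubation = compound 30 min, challenge 1 h, detection 1 h | measured by = TR-FRET with Eu-cAMP and labeled anti-cAMP, 671 nm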
# Starred values were filed as active, the others as inactive; . = not tested or not shown. A portion of the library; rates above refer to the full screens.
SMILES,ABHD5 PLIN5 PPI,N-glyco inh,Granule exo inh,TLR9-MyD88 inh,MC4R ag barr,Vif imaging,ABCB6 inh MLPCN,NOD2 RIPK2 PPI,aDG glyco act,MC4R antag cAMP
CCc1ccc(OCC2c3cc(OC)c(OC)cc3CCN2C(=S)NCCOC)cc1 (stereo not given),7,-4,0,3,-0.9,1,100,-11,0.3,5
O=C(NCC1CCCO1)C(c1cccnc1)N(C(=O)Cc1cccs1)c1cccnc1 (stereo not given),-9,0,-1,-9,-0.8,14,103,-5,-0.1,4
CC12CCC(=O)N1C(C(=O)N1CCN(c3cccc(Cl)c3)CC1)CS2 (stereo not given),4,-1,0,-10,0.5,-2,94,-2,0.0,2
Cc1ccc(N2C(=O)CC(C)(C)CC2=O)cc1Cl,-3,2,3,3,0.3,1,96,-4,0.0,8
C/C=N/NC(=O)CCNC(=O)c1ccccc1,0,2,1,-3,-0.3,1,90,0,-0.2,2
Cc1ccc(Br)cc1S(=O)(=O)Nc1cccnc1,9,2,18,-5,1.8,2,96,-14,-0.1,5
O=C(CSc1nc(=O)n2cc(Cl)ccc2n1)Nc1ccc2c(c1)OCCO2,3,5,20,-6,-1.1,-2,103,-3,-0.1,2
C=CCn1c(Oc2cccc(C)c2)nc2c1c(=O)n(C)c(=O)n2C,2,-3,0,3,0.5,-1,93,-1,0.3,2
NC(=O)CSc1nnc(Cn2c(=O)sc3ccccc32)n1CCc1ccccc1,2,0,-1,5,-0.5,15,102,-1,0.2,12
CCOC(=O)c1[nH]c2ccccc2c1NC(=S)Nc1ccccc1,-14,6,1,4,-0.6,7,98,-5,0.0,9
CCC(CC)C(=O)Nc1cccc(C(=O)N2CCOCC2)c1,-8,1,0,-4,-0.6,2,94,4,-0.2,7
COc1ccccc1NC(=O)CSc1nccc(=O)[nH]1,-21,3,2,-10,-2.1,-3,96,0,-0.3,-4

# Three compounds from above, arranged by SMILES length, smallest number first.
SMILES,ABHD5 PLIN5 PPI,N-glyco inh,Granule exo inh,TLR9-MyD88 inh,MC4R ag barr,Vif imaging,ABCB6 inh MLPCN,NOD2 RIPK2 PPI,aDG glyco act,MC4R antag cAMP
CCOC(=O)c1[nH]c2ccccc2c1NC(=S)Nc1ccccc1,-14,6,1,4,-0.6,7,98,-5,0.0,9
C=CCn1c(Oc2cccc(C)c2)nc2c1c(=O)n(C)c(=O)n2C,2,-3,0,3,0.5,-1,93,-1,0.3,2
O=C(CSc1nc(=O)n2cc(Cl)ccc2n1)Nc1ccc2c(c1)OCCO2,3,5,20,-6,-1.1,-2,103,-3,-0.1,2

# Back to the main list, starting five compounds before the break.
SMILES,ABHD5 PLIN5 PPI,N-glyco inh,Granule exo inh,TLR9-MyD88 inh,MC4R ag barr,Vif imaging,ABCB6 inh MLPCN,NOD2 RIPK2 PPI,aDG glyco act,MC4R antag cAMP
C=CCn1c(Oc2cccc(C)c2)nc2c1c(=O)n(C)c(=O)n2C,2,-3,0,3,0.5,-1,93,-1,0.3,2
NC(=O)CSc1nnc(Cn2c(=O)sc3ccccc32)n1CCc1ccccc1,2,0,-1,5,-0.5,15,102,-1,0.2,12
CCOC(=O)c1[nH]c2ccccc2c1NC(=S)Nc1ccccc1,-14,6,1,4,-0.6,7,98,-5,0.0,9
CCC(CC)C(=O)Nc1cccc(C(=O)N2CCOCC2)c1,-8,1,0,-4,-0.6,2,94,4,-0.2,7
COc1ccccc1NC(=O)CSc1nccc(=O)[nH]1,-21,3,2,-10,-2.1,-3,96,0,-0.3,-4
COc1ccc(-c2cn(CCC(=O)O)c(C)n2)cc1,6,0,0,-5,-1.6,.,102,-2,-0.1,13
CCCCNC(=S)N1CCN(c2ccccc2Cl)CC1,-1,-2,-4,-5,0.9,0,92,-4,0.1,0
CCS(=O)(=O)N1CCN=C1SCc1cccnc1,1,2,-2,7,-1.2,3,95,-7,0.2,-1
Cc1cccc(C(=O)NNC(=O)c2ccccc2)c1,-6,0,-3,17,-0.6,2,104,-5,-0.1,-8
CCN(CC)CCNC(=O)Cn1cnc2sc(C)c(S(=O)(=O)N3CCOCC3)c2c1=O,2,15,1,-5,0.2,11,97,6,-0.4,-1
Cc1ccc(-c2nnn(CC(=O)N(c3cccc(F)c3)C(C(=O)NC(C)(C)C)c3ccco3)n2)o1 (stereo not given),3,0,-3,14,0.4,5,93,5,0.0,0
CCS(=O)(=O)N1CCC(C(=O)Nc2ccccc2OC)CC1,-2,1,1,0,-0.9,5,98,-8,-0.1,-5
CCc1nc2ccc(C(=O)N(C)Cc3ccco3)cn2c1N(C)C(=O)Cc1ccccc1,2,-1,4,.,-2.0,5,98,-2,0.1,9
CCS(=O)(=O)N1CCCC(C(=O)NC2CCCCC2)C1 (stereo not given),-6,1,4,0,-1.1,10,97,4,0.5,2
CC(C)c1ccc(NC(=O)Cn2ncn3c(cc4ccccc43)c2=O)cc1,-15,1,-5,7,12*,3,101,11,0.9,4
CCC(C(=O)N1CCN(S(=O)(=O)c2sc(C(=O)O)c(C)c2C(=O)O)CC1)c1ccccc1 (stereo not given),-12,3,-2,-12,0.0,-3,100,-15,0.0,15
CCCn1c2ccccc2c2cnn(CC(=O)NC3CCC(C)CC3)c(=O)c21 (stereo not given),2,-1,-1,-9,-2.7,-7,101,3,0.0,-3

# Next part, starting with the last three of the part before.
SMILES,ABHD5 PLIN5 PPI,N-glyco inh,Granule exo inh,TLR9-MyD88 inh,MC4R ag barr,Vif imaging,ABCB6 inh MLPCN,NOD2 RIPK2 PPI,aDG glyco act,MC4R antag cAMP
CC(C)c1ccc(NC(=O)Cn2ncn3c(cc4ccccc43)c2=O)cc1,-15,1,-5,7,12*,3,101,11,0.9,4
CCC(C(=O)N1CCN(S(=O)(=O)c2sc(C(=O)O)c(C)c2C(=O)O)CC1)c1ccccc1 (stereo not given),-12,3,-2,-12,0.0,-3,100,-15,0.0,15
CCCn1c2ccccc2c2cnn(CC(=O)NC3CCC(C)CC3)c(=O)c21 (stereo not given),2,-1,-1,-9,-2.7,-7,101,3,0.0,-3
CCC(Sc1nc2sc(C(=O)OC)c(C)c2c(=O)n1N)C(=O)N(CC)CC (stereo not given),-7,1,-2,1,1.4,22,101,2,-0.5,26
Nc1c(O)cccc1C(=O)O,-23,4,-2,-1,-0.3,-4,101,-7,0.1,3
COCCNC(=O)CCc1nnc2ccc(N3CCC(C)CC3)nn12,5,2,2,5,-0.7,3,96,-12,-0.2,0
FC(F)(F)c1ccc2c(c1)NCC1CCCN21 (stereo not given),0,-1,6,-8,0.1,-5,126,8,-0.1,1
CCCCn1c(=S)[nH]c2cc(S(=O)(=O)N3CCCCC3)ccc21,-7,-1,0,7,0.1,.,89,-2,0.0,0
S=C(Nc1ccccc1)N1CCN(C(=S)c2ccccc2)CC1,-2,-3,-1,.,-0.7,0,96,-2,0.2,8
O=S(=O)(Nc1ccc(O)c2ccccc12)c1ccc(OC(F)(F)F)cc1,-12,4,60*,.,-0.8,2,103,-3,2.6*,6
Cc1cc(NC(=O)c2ccco2)ncc1NC(=O)CCc1ccccc1,-1,-6,6,3,-0.4,1,87,6,-0.4,5
COC(=O)c1ccccc1NC(=O)CN1CCC(NC(=O)c2ccc(C)cc2)CC1,-1,-3,1,0,0.0,-12,104,5,0.3,-1
CCN(CC)S(=O)(=O)c1cc(NC(=O)C(C)N(C)CC(=O)Nc2c(C)cccc2C)ccc1C (stereo not given),0,2,-3,6,-0.3,0,99,-14,0.0,8
CCOc1ccc(NC(=O)CC2C(=O)N(c3ccc(OC)cc3)C(=S)N2Cc2ccccn2)cc1 (stereo not given),5,-1,0,1,-0.1,-7,94,-4,-0.1,10
Oc1ccc2c(c1)oc1cc(O)ccc12,-5,-1,-5,3,-2.6,.,96,-10,0.0,-2
COc1ccc(C2NC(=O)NC(C)=C2C(=O)OC2CCC(C)CC2)cc1 (stereo not given),-11,2,-21,3,2.5,-4,98,0,0.0,9
CCn1c(Cc2ccc(OC)cc2)nnc1SCC(=O)N1CCN(c2ccccc2)CC1,8,-4,-2,-10,-1.4,-14,99,-13,0.0,11
N/C(=N\OC(=O)c1ccc2ccccc2c1)c1cccc([N+](=O)[O-])c1,-1,6,0,5,-1.8,-1,95,-1,0.5,7
CCCCn1c(NC(=O)c2ccccc2)nc2ccccc21,-2,13,3,-1,1.0,1,93,-8,0.0,2
COc1ccc(CC(=O)N2CCc3cc(OC)c(OC)cc3C2C)c(OC)c1 (stereo not given),-3,-1,-6,-13,-1.3,.,103,3,0.1,1
CC(C)CSCC1OC(n2cnc3c(N)nccc32)C(O)C1O (stereo not given),-4,-1,-2,-4,-0.4,10,99,-14,0.0,9
Cc1ccc2c(c1)C(c1ccc(F)cc1)N(C(=O)c1cc3ccccc3oc1=O)CC(=O)N2 (stereo not given),1,0,0,19,-2.2,3,97,-9,0.1,10
CC(=O)C1=C(Nc2ccc(C)cc2)CC(C)(O)C(C(C)=O)C1c1ccco1 (stereo not given),0,0,-3,6,-0.9,4,91,11,-0.1,4
COc1ccc(-c2nnc(NC(=O)CS(=O)(=O)c3ccc(Cl)cc3)o2)c(OC)c1,-2,2,2,9,-1.0,1,101,-4,-0.1,5
NC(=O)c1c(NC(=O)C(=O)N2CCOCC2)sc2c1CCC2,6,0,15,1,-0.6,8,89,-9,-0.3,4
C[C@@H]1CN([C@H](C)CO)C(=O)c2cc(NC(=O)Nc3ccc(F)cc3)ccc2O[C@@H](C)CCCCO[C@H]1CN(C)S(=O)(=O)c1ccc(Cl)cc1,-8,-7,2,.,.,2,100,-16,-0.1,.
CC(=O)c1cccc(NC(=O)CSc2nnc(-c3ccncc3)o2)c1,2,-1,0,-7,-0.7,-20,101,12,-0.3,2
O=C1CC(=O)N2N=C(c3ccc([N+](=O)[O-])cc3)SC2=N1,5,2,-1,4,-1.9,-16,102,-8,0.1,1
